# Source: PubChem BioAssay
# KCNH2 WT inh: inhibitors of human wildtype KCNH2 potassium channel | Q12809 | U2OS, BacMam KCNH2, thallium flux FluxOr; stronger effect = lower value | activity change, % at 1.84 µM | 340,000 tested, 0.37% active;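 active = maximum activity change below -70%; inconclusive = maximum activity change between -70% and -50%; inactive = maximum activity change above -50%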; note: % is set by controls: 0 for no effect and ±100 for the full control effect
#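 U2OS cells transduced with wild-type KCNH2 virus are loaded with FluxOr dye for 45 min, and thallium flux is measured in kinetic reads before and after stimulation buffer. Rate constants are normalized to DMSO controls.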
# Menin MLL FP TR: menin-MLL binding inhibition, Texas Red mutant peptide; 270,000 tested, 0.23% active; O00255; Menin + Texas Red MLL mutant peptide, fluorescence polarization; Potency, µM (series often up to 61.6 µM), inactives show at the highest dose FP activity change, negative = inhibition, most hits filed as inhibitors; AID 1768; active = well fitted inhibition curve with a large enough effect in the polarisation, with a control signal flat, not every such curve was filed as active; inconclusive = small, poorly fitted or top-dose-only effect, or effect the other way, or a change in a side signal; inactive = no such curve, though single readings can be large or run the other way; the % refers to the polarisation; note: potency is the fitted concentration of half-maximal effect; % of control where 0% means no effect; many of its hits are not listed in these tables
# TSHR antag: human thyrotropin receptor antagonism. TSHR-expressing cells, TSH-stimulated cAMP HTRF, 2 h; stronger effect = lower value. P16473. activity change, negative = inhibition, % at 11.5 µM. 330,000 tested, 0.2% active;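 active = activity change below a set negative limit, meaning inhibition stronger than a set level, cut at about -70% in these data; inconclusive = activity change between two set negative limits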; note: % is set by controls: 0 for no effect and ±100 for the full control effect
#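 Competitive HTRF cAMP read-out (cryptate anti-cAMP antibody, cAMP-d2; 30 min, room temperature) in freshly harvested TSHR cells. Compounds added before TSH at EC80 (4nM final), followed by 2 hours' incubation at 37 deg C.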
# Chronic BCR inh: blocks chronic active B-cell receptor signaling. ABC-DLBCL IkBa-CBG/CBR reporter, luminescence ratio, 4 h. Potency, µM (series often up to 46.1 µM), for inactives: at the top dose ratio change, negative = lower green/red ratio, most hits filed as inhibitors. 340,000 tested, 0.05% active. AID 493014; active = well fitted inhibition curve with a large enough effect in the signal ratio, with a control signal flat, not every such curve was filed as active; inconclusive = small, poorly fitted or top-dose-only effect, or effect the other way, or a change in a side signal; the % refers to the signal ratio;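 note: potency is the fitted concentration of half-maximal effect; plate controls were basal doxycycline-induced cells for no effect and cells given 10 µM MG132 for full effect; MG132 reads +100%, hits lower the ratio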
#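 TMD8 human ABC-DLBCL cells with doxycycline-inducible IκBα–green luciferase fusion and unfused red luciferase, in 0.5% FBS medium; compounds up to 46 uM, 4 h at 37C. Green/red luminescence ratio, filter-overlap corrected, fitted to concentration-response curves.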
# GALK inh: blocks human galactokinase activity. P51570. Purified GALK, Kinase-Glo residual ATP luminescence. Potency, µM (top dose mostly 57.5 µM), for the others: at the top dose activity change, negative = inhibition, most hits filed as inhibitors. 270,000 tested, 0.007% active. AID 1868; note: potency is the fitted concentration of half-maximal effect; % is set by controls: 0 for no effect and ±100 for the full control effect
#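 Galactose (100 uM) and ATP (35 uM) were turned over by 5 nM GALK for 1 h at RT. Kinase-Glo Plus then converted the remaining ATP into a luminescent signal.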
# Eya2 phos inh: inhibitors of human Eya2 phosphatase activity | O00167 | Potency, µM (doses to about 76.9 µM), for the others: at the highest dose activity, negative = inhibition, most hits filed as inhibitors | 330,000 tested, 0.006% active | recombinant Eya2, OMFP fluorescence dephosphorylation (OMFP is methylfluorescein phosphate) | AID 488837; note: potency is the fitted concentration of half-maximal effect; % is set by controls: 0 for no effect and ±100 for the full control effect
#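 Eya2 (0.2 uM) preincubated 10 min at ambient with compound, then OMFP substrate added at 50 uM; 10 min reaction in 50 mM HEPES pH 7.5, 50 mM NaCl, 5 uM MgCl2, 0.05% BSA, 1 mM DTT. Fluorescence read at Ex 485/Em 525 nm.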
# USP2a inh: inhibitors of human ubiquitin-specific protease USP2a | 330,000 tested, 0.01% active | USP2 core, Ub-CHOP2 coupled fluorogenic reporter, 485/531 | O75604 | Potency, µM (titrated, usually from 38.3 µM), without a hit: top-dose activity change, negative = inhibition, actives largely listed as inhibitors;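 note: potency is the fitted concentration of half-maximal effect; plate controls were DMSO wells for no effect and full inhibition by NEM control for full effect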
#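 USP2 core (10nM final) preincubated 30min RT with compound in 20mM Tris-HCl pH 8.0, 2mM CaCl2, 2mM beta-mercaptoethanol, 0.05% CHAPS; 25nM Ub-CHOP2 plus 25nM reporter substrate added, fluorescence (Ex485/Em531) read after 60min.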
# PKM2 activator: activators of human pyruvate kinase M2; purified PKM2, Kinase-Glo ATP luminescence, activation; response scale: 0% is enzyme alone, no compound; Potency, µM (doses to about 57.5 µM), for the others: at the top dose activation, usual class: activators; 260,000 tested, 0.34% active; AID 1631; note: potency is the fitted concentration of half-maximal effect; % is set by controls: 0 for no effect and ±100 for the full control effect; nearly all actives have a fitted effect of over 55% in size
# Target sequence (P14618 whole entry, looked up): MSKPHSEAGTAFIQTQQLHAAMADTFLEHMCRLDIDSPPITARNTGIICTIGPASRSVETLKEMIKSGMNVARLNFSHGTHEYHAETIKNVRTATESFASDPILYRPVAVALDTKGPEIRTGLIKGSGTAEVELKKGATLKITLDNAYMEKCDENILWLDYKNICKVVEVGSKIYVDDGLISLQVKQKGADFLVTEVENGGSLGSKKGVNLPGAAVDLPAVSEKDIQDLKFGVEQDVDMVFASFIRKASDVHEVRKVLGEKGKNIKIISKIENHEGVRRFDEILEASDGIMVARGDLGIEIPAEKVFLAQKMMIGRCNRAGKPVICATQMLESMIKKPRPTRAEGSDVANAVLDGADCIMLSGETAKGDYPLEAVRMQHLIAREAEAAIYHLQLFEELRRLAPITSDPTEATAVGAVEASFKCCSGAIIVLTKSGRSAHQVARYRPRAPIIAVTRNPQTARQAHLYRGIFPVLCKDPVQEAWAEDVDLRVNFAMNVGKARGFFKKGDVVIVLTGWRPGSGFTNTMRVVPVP
#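 Purified hPK-M2 (>95% pure) converted ADP (0.1 mM final) to ATP with 0.5 mM PEP in 50 mM imidazole pH7.2, KCl, MgCl2, Tween 20, BSA; 1 h at room temperature. ATP detected by Kinase-Glo luminescence.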
# MBNL1-CUG inh: inhibitors of human MBNL1 binding to CUG repeat RNA. AID 2675. 280,000 tested, 0.036% active. Potency, µM (titrated, usually from 57.5 µM), without a hit: at the top dose activity change, negative = inhibition, most hits filed as inhibitors. TR-FRET MBNL1-His/biotin-(CUG)12 binding, 665/545 ratio. Q9NR56; active = well fitted inhibition curve with a large enough effect in the signal ratio, with a control signal flat, not every such curve was filed as active; inconclusive = small, poorly fitted or top-dose-only effect, or effect the other way, or a change in a side signal; inactive = no such curve, though single readings can be large or run the other way; the % refers to the signal ratio; note: potency is the fitted concentration of half-maximal effect; % is set by controls: 0 for no effect and ±100 for the full control effect
#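 TR-FRET between His-tagged MBNL1 and biotin-(CUG)12 RNA, detected with Tb anti-His antibody (0.055 ng/ul) and streptavidin-XL665 (5 nM), 60 min at room temperature. Compounds titrated 92 nM to 58 uM; 665/545 nm ratio normalized to buffer and complex controls.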
# Mito fusion act: inhibitors of mitochondrial division or activators of mitochondrial fusion. S. cerevisiae fusion-defective mutant growth rescue, CellTiterGlo 48 h. Potency, µM (doses to about 46.1 µM), for inactives: at the highest dose growth rescue (activation), most hits filed as activators. 320,000 tested, 0.23% active. AID 485298;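 note: potency is the fitted concentration of half-maximal effect; % of control where 0% means no effect; nearly all actives have a fitted effect of over 45% in size; temperature-sensitive fusion mutants such as fzo1-1 at 37 °C on non-fermentable ethanol glycerol medium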
#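 Growth-rescue viability read-out: after 48 h at the non-permissive 37C in glycerol/ethanol YPEG, yeast mitochondrial fusion mutants are measured by CellTiterGlo luminescence; compounds (23 nl pinned per well) restoring growth score as division inhibitors or fusion activators.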
# ASM inhibitor: human S-ASM enzyme inhibition | P17405 | AID 504937 | 340,000 tested, 0.006% active | Potency, µM (highest dose often 57.5 µM), without a hit: at the top dose activity change, negative = inhibition, actives largely listed as inhibitors | placental ASM, HMU-PC fluorogenic substrate, 60 min; note: potency is the fitted concentration of half-maximal effect
# Target sequence (P17405 47-631 limits assumed): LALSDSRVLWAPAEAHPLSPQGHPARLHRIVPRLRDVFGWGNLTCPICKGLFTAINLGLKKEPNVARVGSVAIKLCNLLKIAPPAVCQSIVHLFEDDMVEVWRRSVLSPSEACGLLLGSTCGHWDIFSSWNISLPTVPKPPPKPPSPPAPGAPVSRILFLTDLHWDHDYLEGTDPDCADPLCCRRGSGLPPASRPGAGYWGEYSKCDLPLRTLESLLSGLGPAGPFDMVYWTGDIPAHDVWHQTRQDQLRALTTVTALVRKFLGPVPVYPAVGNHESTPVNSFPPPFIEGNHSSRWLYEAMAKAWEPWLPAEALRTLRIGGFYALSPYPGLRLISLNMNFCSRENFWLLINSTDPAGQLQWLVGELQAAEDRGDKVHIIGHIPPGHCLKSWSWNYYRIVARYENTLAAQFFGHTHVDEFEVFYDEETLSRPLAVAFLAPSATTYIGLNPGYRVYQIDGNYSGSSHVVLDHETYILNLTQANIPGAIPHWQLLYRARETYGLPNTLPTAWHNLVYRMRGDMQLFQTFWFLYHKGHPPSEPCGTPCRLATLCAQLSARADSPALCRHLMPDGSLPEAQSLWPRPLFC
#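 Steps: dispense placental human ASM, pin compound, wait 10 min at room temperature, add HMU-PC0 substrate at 9 uM final, incubate 60 min at 37 °C, add stop solution raising pH to 10, read fluorescence.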
# Active calls of the source: *; i = inactive; u = inconclusive; x = not tested or not shown; [ ] = another dose, or the depositor's remark. Unless noted, calls come from the whole dose curve; as a rule, active = well fitted curve in the direction sought with a large enough effect; inconclusive = small, poorly fitted or top-dose-only effect, or another doubt; inactive = no such curve, though single readings can be large; an effect the other way counts as inactive or inconclusive. Some of the compounds tested. The share of hits here may be higher or lower than overall.
# Below each SMILES – KCNH2 WT inh	Menin MLL FP TR	TSHR antag	Chronic BCR inh	GALK inh	Eya2 phos inh	USP2a inh	PKM2 activator	MBNL1-CUG inh	Mito fusion act	ASM inhibitor
CCCCN(C)CCNC(=O)c1ccc2c(c1)NC(=O)C(N1CCCCC1)S2 (stereo not drawn)
→ 12	-5%	5	-5%	0%	-6%	0%	2%	0%	1%	1%
COc1ccc(CCNC(=O)CN2C(=O)C3(OCCCO3)c3ccccc32)cc1OC
→ 9	16%	-3	-2%	-3%	-18%	3%	19%	-9%	5%	-2%
Cn1c(=O)n(C)c2cc([N+](=O)[O-])c(N3CCN(S(=O)(=O)c4ccc5ccccc5c4)CC3)cc21
→ -11	4%	-1	2%	1%	-40%	1%	-2%	10%	1%	-15%
CCc1cc(Cn2nc(-c3ccccc3)cc2C(=O)O)on1
→ 10	x	-4	2%	x	6%	0%	x	x	-3%	5%
CCOC(=O)C1(CCOC)CCN(Cc2ccccc2-c2ccco2)CC1
→ 38	-15%	3	-2%	0%	4%	-3%	1%	-10%	-1%	4%
Cc1ccc2c(c1)C(c1ccccc1)N(C(=O)c1cc3ccccc3oc1=O)CC(=O)N2 (stereo not drawn)
→ 2	0%	1	1%	x	-16%	5%	-2%	42%[activator]	5%	-2%
Cc1sc(NC(=O)CSc2nnc(CCNC(=O)c3cccs3)n2C)nc1-c1ccccc1
→ 11	3%	-6	6%	1%	-20%	2%	16%	-15%	-1%	1%
O=C(CSc1ccc2ccccc2c1)NCc1cccs1
→ 2	20%	-2	-11%	0%	-8%	1%	0%	4%	8%	-2%
Cc1cc(C)c(C)c(S(=O)(=O)N2CCN(Cc3nc4ccccc4[nH]3)CC2)c1C
→ -17	8%	35	11%	-2%	-9%	-4%	-6%	5%	3%	-1%
c1coc(-c2nnc(-c3ccc4c(c3)OCO4)o2)c1
→ x	11%	-6	-1%	3%	11%[15.4 µM]	0%	-37%	4%	6%	x
CC(=O)Nc1ccc2sc(NC(=O)CN3CCOCC3)nc2c1
→ 1	-8%	-1	-2%	-1%	-7%	0%	-10%	-3%	1%	2%
CCOc1cc(N2CCOCC2)c(OCC)cc1NC(=O)c1cc(S(=O)(=O)N2CCOCC2)ccc1F
→ -2	x	x	-1%	x	-17%	5%	x	x	x	-1%
COCC(C)N1CC(O)=C(c2nc(-c3ccc(Cl)cc3)cs2)C1=N (stereo not drawn)
→ -3	u	-13	u	-1%	-5%	6%	0%	168%[activator]	-3%	-1%
CCCSc1ccc([C@H]2N[C@@](C)(C(=O)OC)[C@H]3C(=O)N(C)C(=O)[C@@H]23)cc1OC
→ 16	x	2	-4%	x	12%	0%	x	x	1%	-7%
Cc1cccc(Nc2nc(N)c(C#N)c(CC#N)c2C#N)c1
→ -30	-3%	19	u	0%	2%	0%	-1%	1%	3%	0%
O=S(=O)(Nc1nc2ccc(Cl)cc2s1)c1cccs1
→ -2	u	-25	u	11%	-9%	-6%	u	-1%	11%	0%
CC(=O)N1CCN(c2nnc(-c3ccc(C)cc3)c3ccccc23)CC1
→ -3	-27%	-5	5%	2%	11%	1%	x	9%	u	4%
CN(C)c1ccc(/C=N\S(=O)(=O)c2ccccc2)cc1
→ -13	-5%	0	-5%	0%	4%	4%	9%	x	-1%	x
O=C(NCCO)NC(=S)c1ccccc1
→ -3	14%	2	u	0%	u	1%	2%	0%	-3%	2%
COC(=O)CN1C(=S)N(c2ccc(OC)cc2)C(=O)/C1=C/c1ccc(OC)cc1
→ i	u	-6	-12%	4%	-14%	-6%	-6%	u	0%	-11%
Cc1ccc(NC(=O)CSc2nnc3ccccn23)cc1S(=O)(=O)N1CCOCC1
→ 23	-13%	0	0%	-3%	2%	2%	6%	-8%	0%	0%
C=CCNC(=O)c1onc(CSc2cccc3ccccc23)c1C(=O)O
→ 1	u	5	23%	-5%	1%	-1%	0%	4%	0%	29%
Cn1c(=O)[nH]c(=O)c2c1nc(CN1CCOCC1)n2CCc1ccccc1
→ -5	-5%	-8	0%	1%	-6%	3%	3%	-1%	4%	2%
COC(=O)c1ccccc1NC(=O)C1CCN(S(=O)(=O)c2cc(OC)ccc2OC)CC1
→ 3	-7%	-2	-11%	-5%	8%	-8%	11%	-1%	0%	0%
CC(C)CC(NC(N)=O)C(=O)Nc1ccc(Oc2ccccc2)cc1 (stereo not drawn)
→ -3	-1%	-11	-9%	1%	-6%	-5%	1%	-1%	9%	0%
Cc1cc(C2=NNC(=NC3CCCCC3)SC2)c(C)n1-c1c(C)n(C)n(-c2ccccc2)c1=O
→ -11	-12%	18	8%	1%	-3%	-10%	-3%	-1%	-4%	4%
COC(=O)/C(=C(O)\C=C\c1ccccc1[N+](=O)[O-])c1nc2ccccc2[nH]1
→ -10	u	-14	u	-2%	9%	-3%	x	16%	21%	-21%
CCN1CCN(S(=O)(=O)c2ccc(Cl)c(C(=O)Nc3nnc(CC(C)C)s3)c2)CC1
→ 0	-2%	-13	4%	-1%	-15%	1%	0%	-3%	-2%	1%
NNC(=O)C1COc2cc3ccccc3cc2O1 (stereo not drawn)
→ -2	9%	10	-2%	6%	-5%	-9%	3%[11.5 µM]	16%	-8%	0%
Cc1c(C)n2c3c(cccc13)CC2
→ -14	-19%	12	2%	5%	-3%	3%	-15%	2%	-5%	-2%

# Exported with each value named: entries from further up.
C=CCNC(=O)c1onc(CSc2cccc3ccccc23)c1C(=O)O
  KCNH2 WT inh: 1
  Menin MLL FP TR: u
  TSHR antag: 5
  Chronic BCR inh: 23%
  GALK inh: -5%
  Eya2 phos inh: 1%
  USP2a inh: -1%
  PKM2 activator: 0%
  MBNL1-CUG inh: 4%
  Mito fusion act: 0%
  ASM inhibitor: 29%
Cn1c(=O)[nH]c(=O)c2c1nc(CN1CCOCC1)n2CCc1ccccc1
  KCNH2 WT inh: -5
  Menin MLL FP TR: -5%
  TSHR antag: -8
  Chronic BCR inh: 0%
  GALK inh: 1%
  Eya2 phos inh: -6%
  USP2a inh: 3%
  PKM2 activator: 3%
  MBNL1-CUG inh: -1%
  Mito fusion act: 4%
  ASM inhibitor: 2%

# Going on with the list:
# Below each SMILES – KCNH2 WT inh	Menin MLL FP TR	TSHR antag	Chronic BCR inh	GALK inh	Eya2 phos inh	USP2a inh	PKM2 activator	MBNL1-CUG inh	Mito fusion act	ASM inhibitor
CCc1cccc(NC(=O)Cn2ncn3c(cc4ccccc43)c2=O)c1
→ 0	u	3	u	1%	-21%	2%	-2%	22%	-1%	-1%
O=S(=O)(Nc1cccnc1)c1ccc2c(c1)OCCO2
→ -4	-6%	11	-1%	2%	15%	0%	0%	-3%	-3%	4%
COc1ccc(OCC(O)CNC(=O)Nc2cc(C)cc(C)c2)cc1 (stereo not drawn)
→ 0	x	3	-29%	1%	10%	-20%	2%	x	1%	-5%
Cn1nnnc1SCCNC/C=C/c1ccccc1
→ 17	8%	5	1%	4%	-6%	-3%	15%	-5%	-4%	3%
Cc1ccc(CSc2sc(C(=O)c3ccccc3)c(N)c2C#N)cc1
→ 9	-10%	-4	0%	-1%	8%	-1%	6%	4%	1%	-5%
CCOC(=O)c1[nH]c(=O)[nH]c1CSc1ccccn1
→ -1	-2%	2	-6%	2%	-4%	1%	0%	-7%	-2%	1%
COc1ccc(NS(=O)(=O)c2cccc(C(=O)N3CCN(Cc4cc(OC)ccc4OC)CC3)c2)cc1
→ -1	x	-3	0%	-5%	17%	2%	-4%	-5%	0%	1%
